Screens: PubChem BioAssay, several laboratories
hcDAF-12 act: activates DAF-12 receptor from parasite H. contortus; HEK293 hcDAF-12 lit1-tk-luc reporter, luminescence; 0% DMSO, 100% Δ7-dafachronic acid; activation, % at 6.8 µM; 370,000 compounds, 1.4% hits; AID 652067;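 active = activation above the mean of all tested compounds plus 3 SD, cut at about 5.5% in these data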;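 note: 100% = response to 3 µM Δ7-dafachronic acid high control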
ADAM10 inh: inhibits human ADAM10 | recombinant ADAM10, EDANS/DABCYL FRET peptide cleavage, 3 h | O14672 | 370,000 compounds, 0.62% hits | inhibition, % at 7 µM;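 active = inhibition above a per-campaign cutoff equal to the mean of compounds falling between control-based bounds plus 3 SD, cut at about 20% in these data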;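 note: 0% = DMSO wells while the 100% control is not disclosed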
DAX1 inh-1: inhibitors of DAX1 repression of SF-1 activated StAR promoter. AID 652010. HEK293T StAR-luciferase reporter, SF-1/DAX-1 repression relief. inhibition, % at 6.8 µM. 370,000 compounds, 1.1% hits;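 active = inhibition above the mean over all tested compounds plus 3 SD, cut at about 3.6% in these data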;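 note: 0% = DAX-1 cells with DMSO and 100% = cells lacking DAX-1 with DMSO; higher inhibition means more luminescence from relief of DAX-1 repression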
DAX1 inh-2: inhibitors of human orphan nuclear receptor DAX1 (NR0B1); inhibition, % at 6.75 µM; P51843; 340,000 compounds, 0.99% hits; AID 504766; HEK293 Gal4-DAX1 luciferase reporter, luminescence;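 active = inhibition above the mean over all tested compounds plus 3 SD, cut at about 4.2% in these data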;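 note: 0% = DAX1-transfected cells with DMSO and 100% = empty-vector control cells with DMSO; inhibition shows as a rise in luminescence from relieved DAX1 repression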
NPR1 activator: GC-A (human) enzyme activation; AID 1671463; HEK293 GC-A cells, cGMP TR-FRET, EC30 ANP; 0% at EC30 ANP, 100% saturating ANP; activation, % at 10 µM; 370,000 compounds, 0.14% hits; in the data active = activation above about 40%
Target sequence (P16066 whole entry, looked up): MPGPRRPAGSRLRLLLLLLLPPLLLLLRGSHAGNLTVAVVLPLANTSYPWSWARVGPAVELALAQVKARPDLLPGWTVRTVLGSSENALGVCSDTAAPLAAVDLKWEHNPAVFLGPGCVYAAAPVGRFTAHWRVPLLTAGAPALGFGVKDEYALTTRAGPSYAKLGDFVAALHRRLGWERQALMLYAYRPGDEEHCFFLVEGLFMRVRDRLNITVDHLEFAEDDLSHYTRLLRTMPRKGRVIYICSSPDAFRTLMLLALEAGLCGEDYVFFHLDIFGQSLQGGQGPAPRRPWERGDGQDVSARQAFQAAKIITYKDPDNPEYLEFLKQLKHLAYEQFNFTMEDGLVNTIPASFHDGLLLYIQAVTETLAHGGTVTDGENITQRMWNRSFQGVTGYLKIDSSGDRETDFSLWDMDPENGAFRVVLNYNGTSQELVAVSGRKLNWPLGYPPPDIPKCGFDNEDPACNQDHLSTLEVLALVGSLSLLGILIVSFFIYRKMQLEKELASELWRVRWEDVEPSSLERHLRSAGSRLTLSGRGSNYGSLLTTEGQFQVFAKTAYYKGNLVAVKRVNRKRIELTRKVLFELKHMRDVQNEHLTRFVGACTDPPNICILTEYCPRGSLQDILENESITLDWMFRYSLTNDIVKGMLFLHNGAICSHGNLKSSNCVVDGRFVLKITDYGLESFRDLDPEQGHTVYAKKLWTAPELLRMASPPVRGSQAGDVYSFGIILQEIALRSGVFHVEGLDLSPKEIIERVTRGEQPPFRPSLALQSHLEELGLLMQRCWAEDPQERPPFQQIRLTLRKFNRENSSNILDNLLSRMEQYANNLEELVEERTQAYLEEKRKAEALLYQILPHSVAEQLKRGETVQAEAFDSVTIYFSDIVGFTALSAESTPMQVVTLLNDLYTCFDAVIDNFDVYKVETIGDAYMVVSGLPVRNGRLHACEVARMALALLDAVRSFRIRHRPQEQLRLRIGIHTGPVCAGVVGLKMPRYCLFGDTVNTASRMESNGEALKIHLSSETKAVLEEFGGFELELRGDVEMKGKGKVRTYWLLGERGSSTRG
hgDAF12 agonist: activates the H. glycines DAF-12 receptor ligand-binding domain | AID 687014 | 370,000 compounds, 1.8% hits | activation, % at 6.8 µM | HEK293 GAL4-hgDAF12 UAS-luciferase reporter, agonist luminescence; normalized to butyrate control;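 active = activation above a cutoff set at the mean of all screened compounds plus 3 SD, cut at about 10% in these data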;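 note: 0% = DMSO wells and 100% = sodium butyrate wells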
ADAM17 inh: inhibitors of human ADAM17; 370,000 compounds, 0.83% hits; recombinant ADAM17, EDANS/DABCYL FRET peptide cleavage; P78536; inhibition, % at 6.95 µM;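 active = inhibition above the mean of compounds lying between control limits plus 3 SD, set per campaign, cut at about 8.5% in these data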;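 note: 0% = DMSO-only wells as the low control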
SMARCA2 act: SMARCA2 function activation, primary screen; MG213 cells, MMTV-luciferase reporter, dexamethasone, overnight; activation, % at 9.1 µM; 370,000 compounds, 1% hits; in the data active = activation above about 7.8%;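 note: 0% = vehicle wells and 100% = reference activator wells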
ssDAF-12 act: activators of S. stercoralis DAF-12 nuclear receptor | HEK293 ssDAF-12/GRIP1 lit1-tk-luc reporter, luminescence; % of 3 µM dafachronic acid response | activation, % at 6.8 µM | 370,000 compounds, 1% hits | AID 652126;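 active = activation above the mean over all tested compounds plus 3 SD, cut at about 0.9% in these data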;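 note: 0% = DMSO-only wells and 100% = 3 µM delta7-dafachronic acid wells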
PG9 Ab binder: PG9 antibody binding by small molecule. TR-FRET gp120-PG9 antibody binding. inhibition, % at 6.7 µM. AID 624416. 360,000 compounds, 0.43% hits; in the data active = inhibition above about 8.5%
GAA850 FXN act: frataxin GAA850 promoter activation; AID 540364; 360,000 compounds, 0.56% hits; HEK293 lucGAA850 FXN promoter luciferase reporter, 24 h; percent of 10 µM SAHA response; activation, % at 6 µM;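 active = activation above the average of all compounds screened plus 3 SD, cutoff fixed separately per campaign, cut at about 7.5% in these data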;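 note: 0% = DMSO wells and 100% = 10 µM SAHA wells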
* = called active by the depositor; i = inactive; nt = no result given.

Below each SMILES – ssDAF-12 act	ADAM17 inh	SMARCA2 act	hgDAF12 agonist	NPR1 activator	DAX1 inh-2	DAX1 inh-1	hcDAF-12 act	PG9 Ab binder	ADAM10 inh	GAA850 FXN act
COc1ccc(N(C(=O)Cn2nnc3ccccc32)C(C(=O)NC(C)(C)C)c2ccc(OC)c(O)c2)cc1 (centres undefined)
 : 0.2	-1	-1	-0.8	-5	-1.0	0.0	-0.7	-0.1	8	-2.6
Cn1c(NCCc2ccncc2)nc2cc(-c3cccc(C(F)(F)F)c3)sc2c1=O
 : -1.4	-6	3	3.2	-1	nt	-0.5	-0.4	-1.0	-12	-0.1
Cc1cc(C)nc(-n2nc(C)cc2NC(=O)CNCc2ccccc2)n1
 : -1.1	-6	-2	0.6	0	-1.1	-0.1	-1.6	1.1	-1	2.0
CCOC(=O)CC(=O)NC(CC(=O)OC)c1ccc(Br)cc1 (centres undefined)
 : -1.1	-3	-1	3.9	-6	0.1	0.0	-1.6	-1.0	1	0.4
O=C(c1ccccc1F)N1CCN(c2ccc([N+](=O)[O-])c(N3CCOCC3)c2)CC1
 : -1.3	-2	-4	2.9	1	5.8*	-0.8	0.1	0.2	-6	-0.3
CC(=O)c1cccc(NC(=O)COC(=O)CC2CC3CCC2C3)c1 (centres undefined)
 : -1.2	1	5	-0.8	3	0.0	2.8	-2.0	-0.9	-6	-2.1
CCCC(=O)c1ccc(N2CCN(S(=O)(=O)c3ccc(C)cc3)CC2)c(F)c1
 : -0.5	-4	-3	-2.7	-4	-1.3	-0.6	0.1	0.1	-7	-2.2
Cc1ccccc1CN1C[C@@H]2C[C@@H](c3cnc(N4CCOCC4)s3)N3CCC[C@@]23C1=O
 : -1.5	0	-5	-0.6	-5	-0.2	-0.2	-0.2	-1.7	-5	1.3
CCOC(=O)CN(C(=O)COc1nc(-c2ccccc2)cc(C)c1C#N)c1cccc(OC)c1
 : -0.1	-1	-3	-0.4	-2	-0.3	-0.7	0.6	-2.6	0	-4.3
COc1ccc2nc3oc(C(=O)NC4CCN(Cc5ccccc5)CC4)cc3cc2c1
 : -1.4	-126	0	4.7	5	-1.8	-0.7	-1.4	1.1	-372	-4.3
Oc1ccccc1OCCOc1ccccc1OCCOc1ccccc1O
 : -1.7	-2	-3	-7.0	-4	-3.3	-1.2	-3.3	0.9	4	1.6
O=C(CN1C(=O)c2cccnc2Oc2ccc(Cl)cc21)Nc1ccc(F)cc1
 : -1.1	-14	3	-3.1	-6	-1.9	-0.6	2.1	-1.5	-60	-1.5
CCOCCCNC(=O)CCS(=O)(=O)Cc1ccc(C)cc1
 : -1.4	2	-1	-0.9	1	0.1	0.4	0.2	-3.4	9	-0.4
Cc1cc(/C=C(\C#N)C(=O)Nc2ccc(Cl)cc2)c(C)n1-c1ccc(N2CCOCC2)c([N+](=O)[O-])c1
 : -1.6	5	-4	-2.0	2	-0.6	-0.5	-0.9	-3.9	5	2.7
COc1cc(-c2cc(NC(C)=O)c3ncc(-c4cc(OC)c(OC)c(OC)c4)n3c2)cc(OC)c1OC
 : -1.1	-13	-5	-6.3	21	nt	-1.9	1.1	0.9	-41	-2.1
Cc1ccc(-n2cc(S(=O)(=O)c3ccc(C)cc3)[nH]c2=O)cc1
 : -1.4	-5	-3	3.0	0	1.1	0.3	-1.4	-1.3	3	0.0
CCN(CC)C(=O)CSc1nc(Cc2ccccc2)nc2ccccc12
 : -1.4	3	0	-1.0	-14	0.0	0.0	-0.1	-0.5	14	0.1
Cc1cc(C)cc(OCC(=O)OCC(=O)c2cc(C)n(C3CC3)c2C)c1
 : -0.2	3	3	-0.6	-1	0.8	-1.0	1.1	-1.2	-3	2.9
O=C(O)c1ccc(Nc2ncnc3scc(-c4ccccc4)c23)cc1
 : -0.9	-1	-2	1.5	6	1.5	-0.2	-1.9	-2.8	-5	3.7
CCOc1ccccc1NC(=O)Cn1nc(-c2ccco2)ccc1=O
 : -1.1	-9	-4	-0.9	-2	-0.6	-0.1	-2.5	0.2	-25	1.5
COc1ccc([C@H]2CN(c3ccccc3)C(=O)[C@@H]2CC(=O)Nc2ccccc2)cc1
 : -1.7	-3	0	3.8	0	-0.1	-0.5	-0.7	-1.8	-10	-0.4
CC1CN(C(=S)Nc2ccc(S(N)(=O)=O)cc2)CC(C)O1 (centres undefined)
 : -0.8	-1	-3	0.5	1	-0.1	0.7	-0.3	-3.4	10	2.1
CCC1(C)N([O-])C(C)=C(c2ccccc2)[N+]1=O (centres undefined)
 : -1.3	-4	1	-0.7	6	-0.2	-0.2	-1.4	-0.6	7	0.1
Cc1c(C)c2c(OCC(=O)O)cc3c(c2oc1=O)CCC(C)(C)O3
 : -1.3	i	-3	0.7	0	0.4	-0.6	0.8	0.6	i	2.9
CCN(CC)CCn1c(SCC(=O)NCCC2=CCCCC2)nc2c(sc3ccccc32)c1=O
 : -1.4	-59	-1	0.2	-11	-0.1	-0.1	-0.6	0.3	-141	3.2
COc1ccc2nc3ccccc3nc2c1NC(=O)c1ccccc1Cl
 : -1.6	1	1	-3.3	-2	0.6	-1.6	-3.1	-30	1	-1.1
CC(=O)/C(=N\Nc1ccc(C)cc1)N1CCOCC1
 : 0.0	1	2	-0.6	0	-0.2	0.8	-1.6	-5.2	-6	-1.9
COc1ccc(CNC(=O)C2CCN(S(=O)(=O)c3ccc4nc5c(c(C(=O)O)c4c3)CCCC5)CC2)cc1
 : 0.1	-3	0	1.0	-4	2.1	0.4	0.0	-1.2	-7	-0.5
Cc1cc(C(=O)COC(=O)c2ccncc2)c(C)n1Cc1ccco1
 : -2.0	-6	-1	-1.1	0	0.0	0.5	-1.3	-0.3	-2	1.4
CC1=C(C(=O)OCc2ccccc2)C(c2ccc3ccccc3c2)NC(=O)N1CCCC(=O)O (centres undefined)
 : -1.1	-4	-1	-1.6	-4	1.1	0.4	1.1	-1.0	-17	-0.4
COc1ccccc1CNC(=O)CN(C)CC(=O)Nc1ccc(F)c(F)c1F
 : -0.8	4	1	-1.4	-1	0.3	1.9	-1.4	-0.2	-1	1.7
Cc1ccc(-c2nn(-c3ccccc3)cc2C=C2SC(=S)N(CCS(=O)(=O)O)C2=O)cc1
 : -1.2	1	1	0.8	-12	nt	1.0	-1.3	-0.8	11	1.6
O=C(CSc1ccc2nnc(CCNC(=O)c3ccccc3)n2n1)NCc1ccccc1
 : -0.3	-6	0	2.2	5	0.5	0.0	-2.1	0.1	-8	0.0
CCOC(=O)C1(CCOc2ccccc2)CCN(Cc2cccc(OC)c2OC)CC1
 : -1.1	-1	-1	4.2	1	-0.7	-0.4	-2.2	-2.8	2	-0.9
O=C(CCC1CCCN(C(=O)c2ccccc2Cl)C1)N1CCN(c2ccccn2)CC1 (centres undefined)
 : -1.6	-5	-1	-0.6	1	-0.4	-3.1	-3.1	-1.9	-5	-1.9
Brc1ccc(-c2csc(NNC3=NCCCCC3)n2)cc1
 : -1.3	2	4	1.6	0	2.1	-0.3	-0.1	-2.5	10	-0.3
C=CCNC(=O)C1CC(=O)N(c2ccc(OCc3ccccc3Cl)cc2)C1 (centres undefined)
 : -1.2	-1	7	3.6	8	-0.8	0.7	-0.5	-2.4	3	5.0
COC(=O)C1CCN(C(=O)C2CCC(=O)N(CCc3cccc(F)c3)C2)CC1 (centres undefined)
 : -1.1	-2	1	1.4	2	1.7	-0.1	0.3	-2.0	-2	1.5
Cc1ccccc1NC(=S)N(CCCN1CCOCC1)Cc1ccccn1
 : -1.1	4	1	-3.5	0	0.1	0.0	-0.9	0.0	-3	-0.9
Cc1csc(NC(=O)c2sccc2C)n1
 : 0.3	0	4	12*	1	2.7	2.2	5.1	1.1	1	3.5
C[C@@H]1CN([C@@H](C)CO)C(=O)c2cc(-c3ccncc3)cnc2O[C@H]1CN(C)C(=O)c1cccc(F)c1
 : -0.4	-7	-2	-1.3	3	0.1	-0.1	-0.4	-1.0	-10	2.4
c1ccc2c(c1)CCc1c-2nc2ccccc2c1N1CCOCC1
 : -0.7	0	-5	-1.8	12	-1.4	-0.5	-0.9	-3.2	-11	2.9
O=C1c2ccccc2C(c2nnnn2C2CCCCC2)N1CCc1ccc(O)cc1 (centres undefined)
 : -1.3	-5	-1	-1.7	-3	nt	0.7	-0.5	0.6	-7	nt
O=C(NCCCN=C1NS(=O)(=O)c2ccccc21)c1ccc(S(=O)(=O)N2CCCCC2)cc1
 : -1.2	-2	-1	-0.4	5	0.5	0.0	-1.4	0.4	8	0.7
COc1cccc(C(=O)N2CCC[C@H]2C(=O)N2CCC[C@H]2C(=O)NCc2ccncc2)c1
 : -0.9	-4	-1	0.1	-1	nt	-0.1	1.4	-0.1	-8	nt
COC(=O)N/N=C/c1ccc(/C=N/NC(=O)OC)cc1
 : -0.7	-3	3	-2.7	-5	0.0	-0.1	-0.8	-1.0	-2	0.6
CCCc1nnc(NC(=O)c2cccc(OC)c2)s1
 : -0.1	-1	2	13*	2	2.6	4.0*	1.1	-0.5	4	6.0
COc1ccc(CNC(=O)CN(C(=O)c2csnn2)c2cccc3ccccc23)cc1
 : 0.1	0	-1	-1.2	1	0.1	0.4	0.1	-1.3	4	-2.7
COc1ccc(-c2nc3oc4cc(OC)ccc4c(=O)c3c(=O)n2Cc2ccco2)cc1
 : -1.7	-5	2	-2.8	3	1.2	-0.4	-0.4	3.1	-9	-0.9
O=C(Nc1nc2ccccc2s1)C1CC(=O)N(c2ccc(Cl)cc2)C1 (centres undefined)
 : -0.6	1	0	1.0	-2	0.4	-0.2	4.1	-0.6	2	0.4

Additional compounds:
Below each SMILES – ssDAF-12 act	ADAM17 inh	SMARCA2 act	hgDAF12 agonist	NPR1 activator	DAX1 inh-2	DAX1 inh-1	hcDAF-12 act	PG9 Ab binder	ADAM10 inh	GAA850 FXN act
CCOCCCNC(=O)C1CCN(S(=O)(=O)c2cc(Br)cc3c2N(C(=O)CC)CC3)CC1
 : -0.8	0	-1	2.6	-2	-0.5	0.1	-1.5	1.6	6	2.3
COc1ccccc1C1CCN(C(=O)c2ccccc2)CC1
 : -1.3	4	-1	-0.6	2	0.7	0.0	-1.2	-3.2	-2	-0.6
COc1ccc(S(=O)(=O)NC(C)C(=O)O)cc1 (centres undefined)
 : -1.4	-1	-2	1.1	3	0.0	0.1	-0.8	0.2	-5	3.8
C=CCN1C(=O)c2ccc(C(=O)Nc3ccccn3)cc2C1=O
 : -0.9	1	3	2.8	3	1.1	0.4	1.3	0.0	3	1.6
COc1cc(C(=O)NCc2nnc(SCC(=O)N3CCc4ccccc43)o2)cc(OC)c1OC
 : -0.9	-3	-1	-2.1	-8	-0.5	-0.1	0.5	0.5	-1	-1.7
CC/C(C)=N/NC(=O)c1[nH]c2ccc(C)cc2c1-c1ccccc1
 : -0.7	-8	-1	0.8	4	-0.1	1.2	1.8	0.6	-23	-0.9
